Bioassay records from PubChem BioAssay.
NTR1 agonist = agonists of NTR1, primary screen, imaging, U2OS cells, beta-arrestin-GFP, high content (AID 493036). Neurotensin receptor type 1 (Homo sapiens), P30989. NTR1-U2OS beta-arrestin-GFP spot imaging, agonist mode. activation, % at 20 µM. 330,000 compounds, 0.17% hits;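 active means activation at or above 40% of the spot to cytoplasm intensity ratio, with at least 20 cells analyzed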;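 further: 0% = DMSO without peptide and 100% = 100 nM NTR1 peptide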
Target sequence (P30989 whole entry, looked up): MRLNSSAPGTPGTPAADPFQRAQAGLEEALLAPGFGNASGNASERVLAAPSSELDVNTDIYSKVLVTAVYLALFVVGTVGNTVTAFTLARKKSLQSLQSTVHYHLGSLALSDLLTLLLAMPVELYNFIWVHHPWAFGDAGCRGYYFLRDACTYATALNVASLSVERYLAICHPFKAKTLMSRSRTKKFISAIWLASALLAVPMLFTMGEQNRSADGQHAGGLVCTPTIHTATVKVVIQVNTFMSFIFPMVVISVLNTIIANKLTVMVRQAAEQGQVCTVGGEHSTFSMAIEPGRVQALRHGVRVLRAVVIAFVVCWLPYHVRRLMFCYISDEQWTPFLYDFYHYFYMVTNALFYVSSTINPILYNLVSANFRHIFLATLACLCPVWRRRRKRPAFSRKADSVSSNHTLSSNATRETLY
KOR beta-arrestin-1 = KOR antagonists, beta-arrestin recruitment, cell-based, luminescence, uHTS (AID 1778) | Kappa-type opioid receptor (Homo sapiens) | KOR beta-arrestin recruitment, luminescence, antagonist mode; higher % means a stronger effect | inhibition, % at 10 µM; hits with a dose series show IC50 in µM | 290,000 compounds, 0.091% hits; in the data active means inhibition above about 50%; further: strong numbers were not always called active
GPR35 arrestin U2OS = GPR35 antagonists blocking zaprinast-driven arrestin recruitment, primary screen, imaging, U2OS, beta-arrestin-GFP, zaprinast agonist (AID 2058). 290,000 compounds, 0.052% hits. G-protein coupled receptor 35 (Homo sapiens). one-dose inhibition, % at 10 µM; IC50 in µM for titrated hits. U2OS GPR35 beta-arrestin-GFP translocation imaging, zaprinast antagonism; higher % means a stronger effect;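 active means inhibition of at least 50% with at least 30 cells and total cytoplasm GFP at most 10,000,000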
NOD1 NF-kB reporter = NOD1 signaling inhibitors, primary screen, cell-based, luminescence, uHTS (AID 1578); NOD1-driven NF-kB luciferase reporter cells, luminescence; higher % means a stronger effect; inhibition, % at 4 µM, or EC50 in µM where a hit was titrated; 290,000 compounds, 1% hits; in the data active means inhibition mostly above about 36%, no sharp cut-off; inactive means mostly below about 34%;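 further: HEK-293T reporter cells stimulated with the NOD1 agonist gamma-tri-DAP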
GPR55 antagonists = GPR55 antagonists blocking LPI-driven arrestin recruitment, primary screen, imaging, U2OS, beta-arrestin-GFP, LPI agonist (AID 2013) | U2OS GPR55 beta-arrestin-GFP translocation imaging, LPI antagonism; higher % means a stronger effect | one-dose inhibition, % at 10 µM; IC50 in µM for titrated hits | G-protein coupled receptor 55 (Homo sapiens) | 290,000 compounds, 0.13% hits;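 active means spots per cell inhibited over 60%, with over 100 cells counted and total cytoplasm intensity under 500,000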;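 further: U2OS cells stably carrying GPR55 and arrestin-GFP stimulated by 5 µM LPI near EC80; imaged beta-arrestin-GFP aggregate spots per cell after agonist stimulation; plate controls were LPI-stimulated DMSO wells for no effect and DMSO wells without LPI for full effect; some results filed as inactive read as strong as hits; confirmed hits need IC50 under 10 µM and bright autofluorescent wells are also inconclusive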
K1F lysis inhibition = inhibition of K1F phage lysis, E. coli UTI89, bacterial capsule biogenesis inhibitors, alamar blue (AID 488966); 340,000 compounds, 0.02% hits; E. coli UTI89 K1F phage lysis, alamar blue, 2 h; higher % means a stronger effect; inhibition, % at 100 µM; hits with a dose series show IC50 in µM;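 active means phage lysis inhibition, versus mean bacterial control, above a set limit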;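 further: capsule biogenesis inhibitors block K1F phage lysis so surviving cells raise fluorescence; higher fluorescence means more inhibition of phage lysis; actives were called in the ten point dose series up to 300 µM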
GPR55 beta-arrestin = GPR55 agonists via beta-arrestin recruitment, primary screen, imaging, U2OS cells, beta-arrestin-GFP redistribution (AID 1961); activation, % at 10 µM, or EC50 in µM where a hit was titrated; U2OS GPR55 beta-arrestin-GFP redistribution imaging; higher % means a stronger effect; 290,000 compounds, 0.048% hits; G-protein coupled receptor 55 (Homo sapiens);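 active means activation above 40% with more than 50 cells counted in the well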;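 further: U2OS osteosarcoma cells stably expressing GPR55 and beta-arrestin-GFP; plate controls were DMSO negative control for no effect and LPI positive control for full effect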
MgcRacGAP inhibition = MgcRacGAP GTPase-activating activity inhibitors, confirmation, biochemical, ADP Hunter fluorescence | Rac GTPase-activating protein 1 (Homo sapiens) | MgcRacGAP-stimulated Rac1 GTP hydrolysis, ADP Hunter fluorescence; higher % means a stronger effect; GST-tagged Rac1 F28L mutant substrate | one-dose inhibition, % at 30 µM; IC50 in µM for titrated hits | 340,000 compounds, 0.6% hits;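 active means first-screen hits whose inhibition reached a set limit at any dose in the follow-up dose series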;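 further: fluorescence reports GDP produced by GAP-driven GTP hydrolysis; strong numbers were not always called active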
KOR beta-arrestin-2 = KOR agonists, beta-arrestin recruitment, primary screen, cell-based, luminescence, uHTS (AID 1777); KOR beta-arrestin recruitment, luminescence; higher % means a stronger effect; activation, % at 10 µM, or EC50 in µM where a hit was titrated; 280,000 compounds, 0.02% hits; Kappa-type opioid receptor (Homo sapiens); in the data active means activation above about 50%, passing the limit was not always enough; further: a part of the inactive calls stands beside numbers as strong as those of hits
NTR1 agonist cell count 20 µM = recorded beside NTR1 agonist, whose call it bears; cell count; measured here: cell count, cytotoxicity flag
Active calls of the source: *; . = no result given; [ ] = dose if it differs, or a comment.

SMILES	NTR1 agonist	NTR1 agonist cell count 20 µM	KOR beta-arrestin-1	GPR35 arrestin U2OS	NOD1 NF-kB reporter	GPR55 antagonists	K1F lysis inhibition	GPR55 beta-arrestin	MgcRacGAP inhibition	KOR beta-arrestin-2
COc1ccc(N(C(=O)c2cnccn2)C(C(=O)NC2CCCCC2)c2ccc(O)cc2)cc1 (stereo not given)	-0.3	41	26.6%[20 µM]	-3.5%	-14.8%	13.0%	-0.1%	-0.1%	1.9%	.
CCOC(=O)C1CCCN(C(=O)C2CCCN(S(=O)(=O)c3ccc4c(c3)oc(=O)n4C)C2)C1 (stereo not given)	0.2	83	-8.9%	5.0%	7.2%	6.3%	0.1%	-0.1%	4.7%	-5.5%
O=C(CCn1ccc([N+](=O)[O-])n1)Nc1nccs1	2.1	45	-6.0%[20 µM]	5.2%	-36.3%	0.6%	.	0.0%	.	-4.9%
CCN(c1ccccc1)S(=O)(=O)c1ccc(Cl)c(NC(=O)CSc2n[nH]c(N)n2)c1	3.2	53	11.0%	0.7%	7.0%	2.4%	6.5%	-0.1%	5.3%	-2.9%
FC(F)(F)c1nnc2ccc(NCc3cccnc3)nn12	-1.0	48	5.8%	3.0%	-21.2%	14.0%	4.1%	0.1%	5.8%	-3.8%
CCOc1cc(/C=C/c2ccc3cccc([N+](=O)[O-])c3n2)ccc1OCC(=O)N(C)C	6.4	61	-10.8%	12.5%	-3.4%	2.2%	-0.7%	-0.4%	-6.9%	-6.2%
CCCN1CCN(C(=O)Nc2ccc(C(=O)OCC)cc2)CC1	-1.0	71	-3.9%	-5.7%	-40.8%	9.7%	2.8%	-0.2%	4.5%	3.4%
CC(=O)N[C@@H](Cc1c[nH]c2ccccc12)C(=O)NC1CCCc2ccccc21 (stereo not given in full)	-0.7	48	-21.3%	3.7%	-19.1%	9.0%	1.0%	-0.1%	4.7%	4.7%
CCNC(=O)NC(=O)C(C)OC(=O)c1cccn1C (stereo not given)	-0.7	50	-17.0%	-16.5%	-3.0%	10.5%	0.0%	0.2%	6.6%	9.1%
CCCCCC(=O)N1CCCC(c2nc(-c3ccc(OC)cc3)no2)C1 (stereo not given)	0.1	87	-17.2%	10.1%	-3.2%	-2.1%	0.0%	0.2%	7.8%	3.5%
Cc1onc(-c2ccccc2Cl)c1C(=O)NCCCc1ccccc1	0.4	49	15.9%	-0.2%	5.5%	-9.6%	-0.2%	0.0%	4.6%	7.0%
CC(=O)c1cc(F)c(N2CCN(CCC#N)CC2)cc1C	5.1	42	-33.0%	-0.9%	-31.8%	-0.1%	0.6%	0.1%	11.9%	13.6%
COc1ccc(CC(=O)OCn2nnc3ccccc3c2=O)cc1OC	2.4	62	14.6%	9.8%	-5.2%	14.0%	0.1%	0.3%	12.8%	-1.8%
O=C(O)c1cccc(Nc2ccc([N+](=O)[O-])cn2)c1	-0.4	64	-15.3%[20 µM]	-7.0%	-19.2%	-7.7%	-0.9%	-0.2%	8.2%	-3.0%
CC(=O)Nc1ccc(S(=O)(=O)N2CCN(Cc3cccnc3)CC2)cc1	0.1	55	3.8%	0.2%	12.3%	-2.3%	0.0%	-0.1%	16.3%	3.7%
O=C(CSC(=S)N1CCOCC1)Nc1nc(-c2ccccc2)c(-c2ccccc2)o1	4.9	97	13.0%	5.2%	-2.5%	61.8%	-0.4%	-0.1%	1.0%	-3.4%
NCCN1CCN(CCN)CC1	.	.	30.5%	2.2%	-19.3%	-8.5%	0.2%	-0.1%	-1.1%	-0.6%
O=[N+]([O-])c1ccc2c(c1)C(N1CCOCC1)/C(=C/COc1ccc(Cl)cc1Cl)O2 (stereo not given)	-0.5	41	4.4%	-9.1%	-17.0%	-6.9%	0.2%	-0.3%	16.9%	1.5%
CCOC(=O)CNC(=O)N1CCC(CCOc2ccccc2)(C(=O)OCC)CC1	-1.1	60	-17.8%[20 µM]	2.1%	-9.3%	7.0%	0.7%	0.4%	14.9%	-3.0%
Cc1oc(-c2ccccc2Cl)nc1CN1CCCN(C(=O)c2ccco2)CC1	-1.2	99	-23.3%[20 µM]	-2.5%	-15.3%	11.4%	-0.1%	-0.1%	8.0%	.
Cc1ccc(-c2nnn(CC(=O)NCCc3ccc4c(c3)OCO4)n2)cc1	0.0	54	-46.4%	10.0%	-54.1%	10.7%	-0.2%	-0.2%	3.8%	3.3%
CCOC(=O)C1CCCN(C(=O)CNC(=O)Cn2ccc3ccccc3c2=O)C1 (stereo not given)	2.1	80	6.7%	-11.9%	-4.8%	-9.5%	-0.1%	0.2%	8.8%	-4.9%
CN(C)S(=O)(=O)n1cc(/C=C(\NC(=O)c2ccccc2Cl)C(=O)NCCCn2ccnc2)c2ccccc21	0.3	57	-16.9%	-7.8%	-3.7%	12.4%	0.5%	-0.2%	9.7%	-3.3%
CCCCCC(=O)N/N=C/c1ccccc1[N+](=O)[O-]	-0.8	52	20.1%	10.4%	-21.3%	3.9%	-2.4%	-0.1%	2.8%	-3.6%
COc1ccnc(-n2cccc2C#N)c1C#N	0.3	47	-19.2%	-7.6%	-18.0%	12.4%	-1.9%	-0.3%	0.1%	-8.3%

Next section (two carried over from the part before).
SMILES	NTR1 agonist	NTR1 agonist cell count 20 µM	KOR beta-arrestin-1	GPR35 arrestin U2OS	NOD1 NF-kB reporter	GPR55 antagonists	K1F lysis inhibition	GPR55 beta-arrestin	MgcRacGAP inhibition	KOR beta-arrestin-2
CCCCCC(=O)N/N=C/c1ccccc1[N+](=O)[O-]	-0.8	52	20.1%	10.4%	-21.3%	3.9%	-2.4%	-0.1%	2.8%	-3.6%
COc1ccnc(-n2cccc2C#N)c1C#N	0.3	47	-19.2%	-7.6%	-18.0%	12.4%	-1.9%	-0.3%	0.1%	-8.3%
CCC(=O)c1cc2c(cc1NC(=O)C(C)C)OCCO2	2.4	43	-17.8%	13.5%	-6.2%	.	0.3%	0.2%	3.2%	2.0%
COC(=O)CSc1nnc2c3c4c(sc3nc(-n3nc(C)cc3C)n12)COC(C)(C)C4	0.4	52	7.9%	4.3%	-7.4%	2.1%	0.3%	-0.1%	2.0%	.
Cc1ccc(S(=O)(=O)N(CCO)Cc2ccccc2)cc1	0.1	72	-21.3%[20 µM]	12.9%	-6.5%	2.4%	0.5%	-0.3%	8.9%	3.7%
Clc1cccc(CNCCCSc2ncccn2)c1Cl	1.2	69	-35.7%[20 µM]	-9.2%	43.0%	-19.9%	1.1%	-0.3%	9.4%	2.4%
CC1(C(=O)O)CCC(C(=O)Nc2ccc(F)cc2)C1(C)C (stereo not given)	-0.9	51	-25.1%[20 µM]	-3.0%	-6.3%	7.6%	1.1%	0.5%	3.0%	-3.0%
CCOc1cc(NC(=S)NCC(C)C)c(OCC)cc1NC(=O)c1cccs1	1.5	58	1.9%	-12.0%	-31.1%	13.1%	-0.3%	-0.3%	-0.9%	-0.4%
COc1cc(C(=O)N/N=C/c2sccc2C)cc(OC)c1OC	.	.	-175.5%	3.6%	-36.8%	-6.4%	0.2%	-0.2%	11.4%	-3.8%
CC1(C)CC(=O)C(C=NCCN2CCN(CC(=O)Nc3ccc(Cl)cc3)CC2)=C(O)C1	-0.6	57	17.0%	-2.7%	-26.4%	11.7%	-0.3%	0.5%	2.1%	-5.8%
CCOC(=O)c1c(-c2ccccc2)csc1/N=C/C1C(=O)CCCC1=O	1.1	72	11.3%	-20.2%	4.5%	11.2%	3.3%	0.1%	12.0%	-3.2%
Cc1ccc(Oc2ccc(C(F)(F)F)cc2[N+](=O)[O-])c([N+](=O)[O-])n1	0.1	61	20.6%	9.0%	-9.3%	-2.8%	.	-0.2%	.	1.2%
Cc1ccc(-n2nc3c(=O)n(CCCC(=O)N4CCCCC4)nc(C)c3c2C)cc1	0.5	61	8.9%	-8.8%	8.6%	-16.0%	0.3%	0.2%	9.8%	1.6%
COc1ccc(C(=O)Oc2cc(C)[nH]c(=O)c2[N+](=O)[O-])c(OC)c1	1.3	42	-5.6%[20 µM]	4.3%	-8.5%	-8.0%	0.3%	0.3%	-4.1%	-2.9%
CCOC(=O)c1cc(-c2ccccc2)n(CCC(=O)N2CCN(c3ccccc3OC)CC2)c1C	5.5	40	17.3%	21.1%	10.2%	18.4%	4.9%	-0.3%	7.6%	3.5%
CC(C)(C)NC(=S)NNC(=O)c1ccccc1Cl	-0.2	49	5.1%	-1.8%	-5.1%	1.7%	11.0%	1.1%	16.0%	-3.6%
c1ccc2[nH]c(SCCN3CCOCC3)nc2c1	-0.6	52	37.4%	19.4%	-22.5%	-14.1%	3.6%	-0.2%	2.7%	1.0%
CCN1CCN(C(=O)c2cc(S(=O)(=O)Nc3ccc(S(C)(=O)=O)cc3)ccc2Cl)CC1	-0.7	31	12.0%	-7.6%	-22.5%	7.0%	-2.0%	0.0%	-9.7%	-1.3%
O=C(c1cnn2c(C(F)F)cc(-c3ccccc3)nc12)N1CCc2ccccc21	6.2	82	-23.1%[20 µM]	-9.8%	2.4%	9.1%	0.0%	-0.1%	9.0%	-3.9%
CCNc1ccc(Br)cc(C(=O)/C=C/c2ccc(Cl)cc2Cl)c1=O	4.7	82	9.7%	9.1%	-10.3%	20.1%	-0.2%	15.6%	26.7%	-1.9%
COCCNC(=O)CN1CCC(NC(=O)Nc2ccc(C(F)(F)F)cc2)CC1	0.8	70	13.8%	-5.7%	-5.6%	7.6%	0.4%	-0.1%	8.5%	-6.4%
CCOc1ccc(NC(=O)CC2C(=O)N(c3ccccc3)C(=O)N2Cc2ccco2)cc1 (stereo not given)	-0.3	50	4.6%	-17.0%	-63.8%	3.2%	0.2%	-0.1%	5.7%	-2.8%
O=c1c2ccccc2nnn1-c1ccc(Br)cc1	-0.3	44	6.2%	-7.7%	-7.7%	-2.4%	-1.0%	-0.2%	-4.2%	-1.8%
CC(=O)Nc1ccc(-n2c(C)c(C(C)=O)c(C(C)=O)c2C)cc1	0.2	58	-19.0%	-2.3%	-2.5%	1.9%	0.2%	0.2%	-1.6%	-8.8%
CCOC(=O)Cn1c2c(c(-c3ccccc3OC)cc1=O)CCCC2	3.3	61	26.6%	-0.9%	-16.4%	12.8%	-0.7%	-0.3%	-9.5%	-3.4%
CCc1ccc(NC(=O)c2cnn3ccccc23)cc1	-0.7	54	13.3%	-7.7%	50.8%	2.2%	0.2%	-0.2%	4.7%	-2.0%

An excerpt; count on the stated rates, not on these rows.
